Bioassay records deposited in PubChem by National Center for Advancing Translational Sciences (NCATS).
BLM helicase inh: blocks DNA unwinding by human BLM helicase; recombinant BLM DNA unwinding, fluorescence dequenching; Potency, µM (series often up to 56.1 µM), for inactives: at the top dose activity change, negative = inhibition, actives largely listed as inhibitors; 0.2% of 350,000 active; AID 2528;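 further: potency means the concentration at half of the fitted maximal effect; plate controls were vehicle for no effect and no enzyme for full effect; nearly all actives have a fitted effect of over 35% in size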
RXFP1 antag: blocks the human relaxin receptor RXFP1. Q9HBX9. HEK293-RXFP1, relaxin-stimulated cAMP HTRF, 30 min; active compounds read low. activity change, negative = inhibition, % at 57.5 µM. 0.59% of 350,000 active. AID 1259400;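 active means activity change of -60% or lower, but not beyond a set lower limit; inconclusive means change between -60% and -40%, or beyond the set limit; inactive means change above -40%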; further: on the % scale 0 is the no-effect control and ±100 the full control effect
Target sequence (Q9HBX9 whole entry, looked up): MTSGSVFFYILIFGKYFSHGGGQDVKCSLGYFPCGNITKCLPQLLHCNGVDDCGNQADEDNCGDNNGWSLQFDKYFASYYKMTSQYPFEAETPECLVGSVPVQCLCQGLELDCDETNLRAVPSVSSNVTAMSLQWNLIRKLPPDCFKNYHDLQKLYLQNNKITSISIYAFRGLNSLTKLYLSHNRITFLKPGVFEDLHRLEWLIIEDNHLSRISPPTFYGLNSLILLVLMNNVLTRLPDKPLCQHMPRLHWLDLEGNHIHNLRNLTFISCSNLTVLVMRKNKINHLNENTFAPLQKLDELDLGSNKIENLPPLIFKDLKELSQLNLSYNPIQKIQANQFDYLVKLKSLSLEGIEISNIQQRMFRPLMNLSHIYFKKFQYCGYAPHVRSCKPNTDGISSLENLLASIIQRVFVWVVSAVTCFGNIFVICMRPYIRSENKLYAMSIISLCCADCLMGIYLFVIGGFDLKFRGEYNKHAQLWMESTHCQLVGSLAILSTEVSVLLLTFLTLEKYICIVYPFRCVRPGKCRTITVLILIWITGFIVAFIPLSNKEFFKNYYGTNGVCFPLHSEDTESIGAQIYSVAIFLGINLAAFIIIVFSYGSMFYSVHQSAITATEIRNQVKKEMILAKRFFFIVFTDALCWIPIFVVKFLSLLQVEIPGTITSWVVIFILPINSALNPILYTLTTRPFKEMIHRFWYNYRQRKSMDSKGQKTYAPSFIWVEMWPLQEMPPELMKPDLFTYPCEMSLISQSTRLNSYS
Pol kappa inh: inhibitors of human DNA polymerase kappa; Q9UBT6; 0.53% of 400,000 active; Potency, µM (top dose mostly 107 µM), inactives show at the top dose activity, negative = inhibition, actives largely listed as inhibitors; AID 588579; purified Pol kappa, fluorescent DNA synthesis assay, 10 min; further: potency means the concentration at half of the fitted maximal effect; on the % scale 0 is the no-effect control and ±100 the full control effect
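Fluorescent qHTS in 1536-well format: enzyme (10 nM) and compound sat 15 min at room temperature before 50 nM substrate (final) was added. Signal taken at 0 and 10 min; no-enzyme buffer wells were negative controls.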
PGK inhibitor: blocks T. brucei phosphoglycerate kinase | P07378 | PGK/GAPDH coupled, Kinase-Glo luminescence, 60 min | Potency, µM (doses to about 57.5 µM), for the others: at the top dose activity change, negative = inhibition, usual class: inhibitors | 0.043% of 380,000 active; further: potency means the concentration at half of the fitted maximal effect; on the % scale 0 is the no-effect control and ±100 the full control effect; nearly all actives have a fitted effect of over 60% in size
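Luminescent ATP detection (Kinase-Glo Plus) follows a 60-minute room-temperature incubation, with wells lacking PGK as controls. Buffer: 100 mM TEA (pH 7.6), 5 mM MgCl2, 0.01% Tween-20. Coupling enzyme GAPDH (100 nM final) supplies unstable 1,3-BPG in-well.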
POLI inh: inhibitors of human DNA polymerase iota; Q9UNA4; Pol iota fluorescent replication assay, 10 min; Potency, µM (top dose mostly 115 µM), without a hit: at the highest dose activity, negative = inhibition, hits mostly inhibitors; 1% of 390,000 active; AID 588590; further: potency means the concentration at half of the fitted maximal effect
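Fluorescent replication assay read twice, at 0 min and 10 min after adding 50 nM (final) substrate. Enzyme (10 nM) and compounds were first incubated 15 min at room temperature; enzyme-free buffer wells were negative controls.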
Apoferritin bind: candidate novel general anesthetic via apoferritin binding; apoferritin/1-aminoanthracene competitive binding, fluorescence; P02791; Potency, µM (highest dose often 77.5 µM), inactives show top-dose activity change, negative = displacement, hits mostly inhibitors; 0.074% of 350,000 active; further: potency means the concentration at half of the fitted maximal effect; on the % scale 0 is the no-effect control and ±100 the full control effect; nearly all actives have a fitted effect of over 20% in size
Target sequence (P02791 2-175 limits assumed): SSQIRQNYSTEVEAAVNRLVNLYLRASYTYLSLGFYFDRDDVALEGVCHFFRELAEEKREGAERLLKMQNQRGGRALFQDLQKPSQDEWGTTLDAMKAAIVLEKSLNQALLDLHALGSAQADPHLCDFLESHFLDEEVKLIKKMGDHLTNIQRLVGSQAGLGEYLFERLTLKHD
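In PBS, apoferritin at 10 uM is loaded with 1-AMA from a 50% saturated solution. After 10 min of compound exposure at ambient temperature, reduced 535 nm fluorescence indicates probe displacement.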
POLH inh: blocks human DNA polymerase eta activity; Q9Y253; recombinant Pol eta, fluorescent DNA replication assay; Potency, µM (highest dose often 114 µM), for inactives: top-dose activity change, negative = inhibition, usual class: inhibitors; 1.2% of 390,000 active; further: potency means the concentration at half of the fitted maximal effect; on the % scale 0 is the no-effect control and ±100 the full control effect
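Pol eta (10 nM) was preincubated with compounds for 15 min at room temperature, after which fluorescent replication substrate (50 nM final) was added to start the reaction. Fluorescence was read kinetically at 0 and 10 min.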
APE1 inh: blocks human APE1 abasic DNA cleavage; recombinant APE1, TAMRA/BHQ-2 abasic DNA cleavage fluorescence; Potency, µM (titrated, usually from 65.8 µM), for the others: at the top dose activity change, negative = inhibition, hits mostly inhibitors; P27695; 0.35% of 350,000 active;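 further: potency means the concentration at half of the fitted maximal effect; plate controls were vehicle for no effect and reference inhibitor for full effect; nearly all actives have a fitted effect of over 55% in size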
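APE1 at 0.75 nM final was preincubated with compound 15 min at room temperature, then 50 nM double-stranded THF abasic-site substrate (5'-TAMRA/3'-BHQ-2) was added. Fluorescence (ex 525/em 598 nm) was read kinetically; third-minus-first read gave activity.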
POLB inh: DNA polymerase beta (human) inhibition; P06746; Pol beta primer extension/strand displacement, fluorescence kinetic; Potency, µM (highest dose often 114 µM), without a hit: at the highest dose activity change, negative = inhibition, actives largely listed as inhibitors; 1.3% of 340,000 active; AID 485314; further: potency means the concentration at half of the fitted maximal effect; on the % scale 0 is the no-effect control and ±100 the full control effect
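Values derive from four-parameter Hill fits of normalized kinetic data: reads at 0 and 10 min following addition of 50 nM substrate to 10 nM Pol beta preincubated 15 min with compound.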
Active calls of the source: *; i = inactive; ? = inconclusive; . = no result given; [ ] = another dose, or the depositor's remark. Unless noted, the call rests on the fitted dose curve; in most records, active means well fitted curve in the direction sought with a large enough effect; inconclusive means small, poorly fitted or top-dose-only effect, or another doubt; inactive means no such curve, though single readings can be large; an effect the other way counts as inactive or inconclusive. The list is partial; rates above refer to the full screens.

No.	mol	BLM helicase inh	RXFP1 antag	Pol kappa inh	PGK inhibitor	POLI inh
1	Cc1ccc(S(=O)(=O)Nc2ccc3nc(C)oc3c2)cc1	.	4	-11%	-6%	0%
2	CCn1c(CN2CCOCC2)nc2cc(NC(=O)c3cccc([N+](=O)[O-])c3)ccc21	-1%	-10	-4%	-1%	1%
3	Cc1cc(Nc2ccccc2)c2c([N+](=O)[O-])cc(C)c(C)c2n1	-10%	-9	-9%	0%	13%
4	CCN(CC)C(=O)c1sc(NC(=O)c2cc(-c3ccc(C)s3)nc3ccccc23)c(C(=O)OC)c1C	-11%	-11	4%	-7%	?
5	O=C(Nc1ccccc1)C1=C[C@@H](C2CC2)C[C@@H](OCCCCO)O1	-3%	.	12%	-5%	7%
6	CCOC(=O)C1(CCOc2ccccc2)CCN(Cc2ccc3nonc3c2)CC1	8%	-13	-5%	-8%	40%[activator]
7	CC(C)(C)c1ccc(OCCC(=O)NNC(=O)c2ccccc2)cc1	.	-10	-15%	-6%	16%
8	CCCCc1ccc(N/C(N)=N/c2nc(C)cc(C)n2)cc1	33%[activator]	?	6%	i	15%
9	Cc1ccc(C(c2nnnn2C2CCCCC2)N2CCc3ccccc32)cc1 (stereo not given)	-5%	-7	-12%	-4%	14%
10	Cc1nn(-c2ccccc2)c(N2CCCC2)c1/C=N/NC(=O)c1cccc(S(=O)(=O)Nc2ccc(Cl)cc2)c1	-9%	-32	-6%	17%	16%

No.	Apoferritin bind	POLH inh	APE1 inh	POLB inh
1	.	-10%	.	.
2	-13%	-6%	.	-8%
3	-10%	-26%	-6%	-2%
4	-10%	-13%	23%	23%
5	-3%	-14%	2%	0%
6	?	?	2%	11%
7	.	-10%	21%	.
8	-14%	-18%	-2%	10%
9	8%	-27%	-4%	5%
10	-2%	-4%	?	2%

Arranged by count of non-hydrogen atoms (smallest number first): part of the list above
No.	mol	BLM helicase inh	RXFP1 antag	Pol kappa inh	PGK inhibitor	POLI inh
1	Cc1ccc(S(=O)(=O)Nc2ccc3nc(C)oc3c2)cc1	.	4	-11%	-6%	0%
2	CCn1c(CN2CCOCC2)nc2cc(NC(=O)c3cccc([N+](=O)[O-])c3)ccc21	-1%	-10	-4%	-1%	1%
4	CCN(CC)C(=O)c1sc(NC(=O)c2cc(-c3ccc(C)s3)nc3ccccc23)c(C(=O)OC)c1C	-11%	-11	4%	-7%	?

No.	Apoferritin bind	POLH inh	APE1 inh	POLB inh
1	.	-10%	.	.
2	-13%	-6%	.	-8%
4	-10%	-13%	23%	23%

Given bar-delimited: part of the list above.
item | molecule | BLM helicase inh | RXFP1 antag | Pol kappa inh | PGK inhibitor | POLI inh | Apoferritin bind | POLH inh | APE1 inh | POLB inh
5 | O=C(Nc1ccccc1)C1=C[C@@H](C2CC2)C[C@@H](OCCCCO)O1 | -3% | . | 12% | -5% | 7% | -3% | -14% | 2% | 0%
6 | CCOC(=O)C1(CCOc2ccccc2)CCN(Cc2ccc3nonc3c2)CC1 | 8% | -13 | -5% | -8% | 40%[activator] | ? | ? | 2% | 11%

Next section
No.	mol	BLM helicase inh	RXFP1 antag	Pol kappa inh	PGK inhibitor	POLI inh
11	CCOn1c(=O)c(-c2cccs2)[n+]([O-])c2ccccc21	-1%	-18	0%[60.1 µM]	-13%	56%[activator]
12	CSc1ccc(CNC(=O)c2cc3cc(S(=O)(=O)N4CCCCC4)ccc3n2C)cc1	-10%	-29	-10%[60.1 µM]	9%	3%
13	NNc1nc2cc3c(cc2s1)OCCO3	-4%	0	-23%	-7%	?
14	COc1ccc(OC)c(-c2csc(NC(=O)C3=NN(c4ccccc4)C(=O)CC3)n2)c1	-7%	-6	0%	9%	87%[activator]
15	O=C(CCS(=O)(=O)c1ccc(Br)cc1)N1CCN(Cc2ccccc2)CC1	1%	-4	?	-3%	-10%
16	Cc1nnc(SCC(=O)Nc2ccc(N(C)C)cc2)[nH]c1=O	1%	-19	0%	i	?
17	CCCS(=O)(=O)N1CCCC(C(=O)NCCc2ccc(Cl)cc2)C1 (stereo not given)	1%	-1	-8%	1%	1%
18	O=C1c2ccccc2C(=O)N1CCCc1nc(-c2ccccn2)no1	-12%	-6	3%	i	7%
19	CC(C)Nc1nc(NC(C)C)nc(SCC(N)=O)n1	-4%	-15	2%	i	126%[activator]
20	COC(=O)c1cc(S(=O)(=O)N2CCC(c3cc(OC)ccc3OC)C2)c[nH]1 (stereo not given)	-5%	-18	-1%	i	33%[activator]

No.	Apoferritin bind	POLH inh	APE1 inh	POLB inh
11	119%[activator]	-3%	?	9%
12	5%	-4%	.	-2%
13	3%	-7%	36%	1%
14	-9%	-4%	-2%	0%
15	-1%	-11%	0%	-1%
16	-16%	3%	.	7%
17	-13%	2%	2%	2%
18	-2%	0%	2%	7%
19	-4%	-9%	-2%	-8%
20	4%	-15%	3%	23%

The list goes on:
No.	mol	BLM helicase inh	RXFP1 antag	Pol kappa inh	PGK inhibitor	POLI inh
21	COc1ccccc1C1CC(c2ccc(Cl)cc2)Nc2ncnn21 (stereo not given)	-1%	-9	-2%	-1%	2%
22	CCC(C(=O)Nc1c[nH]c(=O)[nH]c1=O)c1ccccc1 (stereo not given)	3%	7	5%	-1%	7%
23	Cc1cccc(N(CC(O)CN2CCOCC2)S(=O)(=O)c2ccccc2)c1 (stereo not given)	-2%	15	-6%	1%	13%
24	COc1cc(/C=C/C(=O)O)ccc1O	0%	.	-9%	8%	5%
25	CC(=N)c1c(O)c2ccccc2oc1=O	3%	-2	4%	-5%	-29%
26	O=C1/C(=C/c2cccc(Cl)c2)SC(=S)N1CCC(=O)N1CCCCC1CCO (stereo not given)	-4%	0	-16%	5%	-12%
27	COc1ccc(CNC(=O)CCCC2=NS(=O)(=O)c3ccccc3N2)cc1	-2%	18	-20%	1%	13%
28	CCN(CC)C(=S)Nc1ccc(C(=O)OC)cc1	0%	-11	6%	-11%	114%[activator]
29	Cc1cc(N2CCC(C)CC2)nc(NCc2ccccc2)n1	-9%	-15	-20%	-4%	6%
30	CC1CCCN(C(=O)COc2ccc(NC(=O)c3cccs3)cc2)C1 (stereo not given)	-10%	-9	0%	-6%	13%

No.	Apoferritin bind	POLH inh	APE1 inh	POLB inh
21	-8%	-15%	7%	1%
22	-15%	-13%	12%	39%
23	8%	5%	41%	77%
24	3%	-11%	8%	.
25	-2%	-5%	-4%	3%
26	?	-6%	-8%	-1%
27	31%	9%	-3%	39%
28	-10%	-15%	3%	13%
29	-11%	-27%	-3%	6%
30	-24%	?	1%	?

(list continues)
No.	mol	BLM helicase inh	RXFP1 antag	Pol kappa inh	PGK inhibitor	POLI inh
31	COC(=O)c1cc(=O)n(Cc2ccc(OC)cc2)c(=NCc2ccc(OC)cc2)s1	-2%	-2	3%	-2%	32%
32	Cc1[nH]c2nc3ccccc3n2c(=O)c1CCC(C)C	-11%	-4	-5%	-4%	84%[activator]
33	CC(=O)c1cnc(SCc2ccc(Cl)cc2)nc1C	-3%	-15	-10%	1%	47%[activator]
34	CC1CCCN(C(=O)c2cccc(S(=O)(=O)N3CCCc4ccccc43)c2)C1 (stereo not given)	.	0	-5%	-7%	7%
35	O=C(NCC1COc2ccccc2O1)c1cccs1 (stereo not given)	1%	5	1%	7%	-3%
36	CCn1c(SCC(=O)Nc2nccs2)nnc1-c1ccc(C)cc1	-9%	2	-1%	-4%	10%
37	C/C(=N\NC(=O)c1ccccc1O)C1C(=O)c2ccccc2C1=O	-14%	-7	-5%	-4%	27%
38	COc1ccc2cc(C(=O)O)ccc2c1	-2%	-3	-10%	-6%	6%
39	Cc1ccc(-n2nc(C)c3c(C)onc3c2=O)cc1	-5%	-1	6%	-1%	29%
40	CCc1ccccc1NC(=O)Nc1cc(C(=O)NCc2cccc(F)c2)ccc1N1CCCC1	0%	-4	-1%[60.1 µM]	-1%	20%

No.	Apoferritin bind	POLH inh	APE1 inh	POLB inh
31	-6%	-22%	-2%	21%
32	-12%	-13%	16%	3%
33	?	4%	-2%	4%
34	.	-9%	23%	.
35	-2%	1%	-15%	49%
36	-3%	-7%	2%	88%
37	?	-13%	-7%	-22%
38	-6%	4%	5%	18%
39	-6%	-1%	3%	5%
40	37%[activator]	-7%	.	26%

Screen by screen, as entered above.
Compounds 31 to 34 in PGK inhibitor, in turn: -2%, -4%, 1%, -7%

The list goes on:
No.	mol	BLM helicase inh	RXFP1 antag	Pol kappa inh	PGK inhibitor	POLI inh
41	OC1(c2cccnc2)CCN(Cc2nnnn2C2CCCCC2)CC1	1%	3	-3%	-3%	?
42	O=C(NCc1ccccn1)c1ccc(COc2ccc(Cl)cc2)o1	-1%	1	-6%[60.1 µM]	i	-8%
43	c1ccc2oc(-c3[nH]ncc3CN(Cc3ccncc3)CC3CCCO3)cc2c1 (stereo not given)	-1%	1	2%	-7%	0%
44	CC(NC(=O)c1ccccc1NC(=O)c1ccco1)c1ccccc1 (stereo not given)	-5%	?	-6%[60.1 µM]	-8%	-1%
45	CCC(C)C(=O)Nc1nnc(SCC(=O)NC(C)(C)C)s1 (stereo not given)	8%	0	-17%	-3%	2%
46	CCCCNc1c(-c2cccc(-c3ccc(OC)cc3)c2)nc2cc(C)ccn12	.	.	-17%	0%	-10%
47	COc1ccccc1OCC(=O)Nc1ccc(CSc2ccccc2)cc1C	-9%	3	-22%	0%	8%

No.	Apoferritin bind	POLH inh	APE1 inh	POLB inh
41	-13%	-13%	-5%	-1%
42	-9%	-10%	0%	-1%
43	-12%	-6%	-2%	3%
44	0%	5%	-6%	-15%
45	-4%	0%	-4%	0%
46	.	-12%	-22%	.
47	-7%	0%	-7%	?
